# eLon inh: inhibitors of E. coli Lon protease, primary screen, biochemical, fluorescence polarization; purified E. coli Lon protease; inhibition, % at 7.94 µM; 360,000 compounds, 0.42% hits; AID 602123, 2011; in the data active = inhibition above about 13%, passing the limit was not always enough;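 note: 0% = enzyme with probe and DMSO and 100% = no enzyme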
# SKN-1 inh: suppressors of acrylamide-induced Pgst-4::GFP reporter in worms, primary screen, SKN-1 inhibitor project, whole organism, uHTS, GFP/RFP fluorescence ratio, strain VP596. AID 624304, 2012. C. elegans VP596 Pgst-4::GFP/RFP ratio, 24 h. 360,000 compounds, 0.49% hits. inhibition, % at 21.8 µM;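 active = interference check ratio from 0.5 to 1.5 plus GFP to RFP signal ratio inhibition reaching or exceeding a fixed threshold, cut at about 30% in these data, passing the limit was not always enough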; note: some compounds called inactive have numbers as strong as hits
# FAS-TE inh: FAS thioesterase domain inhibitors, primary screen, biochemical, fluorescence intensity, uHTS. Fatty acid synthase (Homo sapiens), P49327. recombinant FAS-TE, OMFH fluorogenic substrate, fluorescence endpoint. inhibition, % at 15 µM. 360,000 compounds, 0.67% hits. AID 602261, 2012;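 active = compounds whose normalised, plate-corrected inhibition of enzyme fluorescence in the single-dose primary screen is 50% or more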;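 note: 0% = DMSO with enzyme and 100% = substrate without enzyme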
# NRP1-CendR mod: modulators of CendR peptide binding to NRP-1, primary screen, biochemical, fluorescence polarization, uHTS. Neuropilin-1 (Homo sapiens), O14786. FAM-RPARPAR peptide binding to NRP-1. AID 602438, 2012. 360,000 compounds, 0.85% hits. inhibition, % at 25 µM;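 active = inhibition or corrected inhibition above about 18%, plus a signal ratio from 0.5 to 1.5, limit read from the data, passing the limit was not always enough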; note: strong numbers were not always called active
# Neddyl block: inhibitors of cullin neddylation, primary screen, biochemical, TR-FRET, uHTS, NAE and Ubc12 | NEDD8-conjugating enzyme Ubc12 (Homo sapiens) + NEDD8-activating enzyme E1 regulatory … | calls only at 25 µM | 360,000 compounds, 0.58% hits | AID 651699, 2012; in the data active = inhibition above about 36%
# Rin1 Abl inh: inhibitors of Rin1-Abl protein binding, primary screen, biochemical, TR-FRET; Tyrosine-protein kinase ABL1 (Homo sapiens) + Ras and Rab interactor 1 (Homo sapiens), …; inhibition, % at 7.35 µM; 360,000 compounds, 0.4% hits; AID 588664, 2011; in the data active = inhibition above about 5%, passing the limit was not always enough
# MLLE-PAM2 inh: inhibitors of PABP1 MLLE–PAM2 peptide binding, primary screen, biochemical, fluorescence polarization, FITC-PAM2, GST-MLLE | Polyadenylate-binding protein 1 (Homo sapiens), P11940 | inhibition, % at 20 µM | 360,000 compounds, 0.36% hits | AID 588489, 2011; in the data active = inhibition above about 35%, passing the limit was not always enough;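 note: plate controls were DMSO wells with GST-MLLE for no effect and wells lacking GST-MLLE protein for full effect; some results filed as inactive read as strong as hits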
# MT1-MMP act inh: blockers of MT1-MMP proenzyme processing, primary screen, HT1080 RFP-PRO-GFP cells, GFP/RFP fluorescence. 360,000 compounds, 0.061% hits. GFP/RFP ratio fluorescence, overnight; percent of plate control window, DMSO zero. GFP/RFP ratio change, % at 20 µM. Matrix metalloproteinase-14 (Homo sapiens), P50281;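 active = GFP/RFP ratio change of at least 30% with cell ATP level not reduced by more than half and red fluorescence within 50% of control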; note: strong numbers were not always called active
#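 Material: RFP-PRO-GFP reporter HT1080 cells. Dosing: single-point 20 µM compound, 1% DMSO. Controls: DMSO and RFP-L50D-GFP cell wells. Timing: cells overnight before dosing, compound overnight, 37 °C, 5% CO2. Measure: GFP/RFP fluorescence ratio.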
# bovine MsrA act: bovine MsrA enzyme activators, primary screen, biochemical, absorbance, HTS. Methionine sulfoxide reductase A (Bos taurus). purified bovine MsrA, absorbance read-out. activation, % at 10.6 µM. 360,000 compounds, 0.3% hits. AID 602163, 2012; in the data active = activation above about 7.5%;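 note: 0% = vehicle and 100% = reference activator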
# * marks the source's active call; other numbers are inactive results; i = inactive; nt = no result given. Rows were taken by chance; about 4% have a hit in one of these screens.
SMILES,eLon inh,SKN-1 inh,FAS-TE inh,NRP1-CendR mod,Neddyl block,Rin1 Abl inh,MLLE-PAM2 inh,MT1-MMP act inh,bovine MsrA act
Cc1cccc2cc(CN(C(=S)NCC(C)C)C3CCCC3)c(=O)[nH]c12,-15,9,0,-1,i,2,-88,-3,-4
CCC1=C(OC(=O)N(CC)CC)N2C(=O)OC(=NCC(=O)OC)[C@]2(Cc2ccccc2)[C@H]2C1=CC[C@H]1C(=O)N(c3ccccc3)C(=O)[C@H]12,-4,-3,3,-4,i,2,2,-1,0
Cc1ccc(NC(=O)CCNC(=O)c2ccc(Cl)cc2)cc1F,-7,8,-4,8,i,5,10,5,-2
CCCCn1c(N)c(N(Cc2ccccc2OC)C(=O)CN2C(=O)NC(C)(c3ccccc3)C2=O)c(=O)[nH]c1=O (centres undefined),-10,7,-7,-6,i,-1,-46,4,1
COc1ccc(C(C)=O)cc1COC(=O)c1cnc(Cl)c(Cl)c1,10,-4,27,-5,i,-4,-5,-4,-1
CC(=O)Nc1nc2ccccc2[nH]1,-4,-9,-4,-12,i,-1,4,-1,-3
NNC(=O)CCc1c[nH]c2ccccc12,1,-3,-3,0,i,-1,7,0,-3
CCOc1ccc(-n2c(SCC(=O)Nc3ccc(CC)cc3)nc3n[nH]c(C)c3c2=N)cc1,-2,9,-12,1,i,1,-4,0,0
COc1cccc(C2/C(=C(\O)c3ccc4c(c3)OCCO4)C(=O)C(=O)N2Cc2cccnc2)c1 (centres undefined),-5,10,-1,6,i,-8,-7,4,-2
Brc1ccc(-c2nnc(-c3cccc(Br)c3)o2)cc1,6,0,13,7,i,-5,6,2,-13
CCc1ccc(N=C2NC(=O)/C(=C/c3cc(OC)c(OC)c(OC)c3)S2)cc1,-1,8,7,7,i,5,-4,0,-5
COc1ccccc1N1CC(C(=O)Nc2nnc(SCc3ccccn3)s2)CC1=O (centres undefined),-5,10,-11,6,i,-4,20,0,2
CC(C(=O)N1CCc2ccccc21)N(C)CC(=O)Nc1ccc(F)cc1 (centres undefined),0,7,1,15,i,0,-16,2,-2
COc1ccccc1NC(=O)C(CC(=O)O)Cc1cc(C)cc(C)c1 (centres undefined),-5,23,-12,3,i,0,-5,2,-2
CCOc1ccc(/C=C2\NC(=S)NC2=O)cc1,11,-13,-2,-6,i,0,-110,2,-11
COc1cccc(CN2CC(C(=O)NCCN3CCOC3=O)CCC2=O)c1 (centres undefined),0,18,-4,6,i,-4,22,-3,-1
Cc1cccc(C)c1NC(=O)CNC(=O)c1ccc(NS(=O)(=O)c2ccc3[nH]c(=O)[nH]c3c2)cc1,5,0,-6,10,i,3,-7,-4,-3
O=c1c2ccccc2nnn1Cc1ccccc1Cl,-1,11,8,3,i,-2,-5,4,-5
O=C(Nc1ccc(Cl)c(S(=O)(=O)N2CCOCC2)c1)c1ccccn1,-2,-8,-3,3,i,2,-1,-2,-10
O=C(CN1CCN(c2ccccc2)CC1)N1CCN(c2ccccc2)CC1,-12,-3,-1,1,i,1,-3,4,-4
CC(=O)Nc1ccc(OCC(O)Cn2ccnc2C)cc1 (centres undefined),-5,15,-3,-6,i,-1,9,-1,-2
COc1cc2[nH]cc(C(=O)NCc3ccccc3)c(=O)c2cc1OC,-4,15,4,-3,i,-2,13,9,-4
O=C(Cn1c(COc2ccccc2)nc2ccccc21)Nc1cc(Cl)ccc1Cl,4,-6,-9,-17,i,1,7,-3,-6
C/C(=N\NC(=O)CCC(=O)Nc1ccc(C)c(C)c1)c1cccs1,-8,-1,-1,0,i,1,-2,2,-4
COC(=O)c1ccc2c(=O)n(CCN3CCOCC3)c(SCC(=O)Nc3cccc(OC)c3)nc2c1,1,13,1,0,i,3,36,-2,0

# The closing 3 records of the part above are carried over, then new ones follow:
SMILES,eLon inh,SKN-1 inh,FAS-TE inh,NRP1-CendR mod,Neddyl block,Rin1 Abl inh,MLLE-PAM2 inh,MT1-MMP act inh,bovine MsrA act
O=C(Cn1c(COc2ccccc2)nc2ccccc21)Nc1cc(Cl)ccc1Cl,4,-6,-9,-17,i,1,7,-3,-6
C/C(=N\NC(=O)CCC(=O)Nc1ccc(C)c(C)c1)c1cccs1,-8,-1,-1,0,i,1,-2,2,-4
COC(=O)c1ccc2c(=O)n(CCN3CCOCC3)c(SCC(=O)Nc3cccc(OC)c3)nc2c1,1,13,1,0,i,3,36,-2,0
CCc1nc2ccc(C(=O)N(CC)CC(=O)Nc3c(F)cccc3F)cc2nc1CC,-2,-20,-3,15,i,5,-2,nt,-14
Cc1cc2c(cc1C)CSC(c1ccc(O)cc1)SC2,-15,-10,4,8,i,1,3,2,-13
O=C(CCN1C(=O)C2C3CCC(C3)C2C1=O)OCC(=O)c1cccc([N+](=O)[O-])c1 (centres undefined),8,4,-5,7,i,4,-1,-7,-4
Cc1cccc(NC(=O)c2sc3nc4c(c(-c5cccs5)c3c2N)CN(C)CC4)c1,-34,-6,-4,-87,i,-10,-12,-54,2
Cc1ccc(C)c(S(=O)(=O)NCC(=O)OCC(=O)Nc2sccc2C(N)=O)c1,-8,21,-4,-5,i,1,0,4,-1
CC(C)(C)NC(=O)C[C@H]1C[C@H](C(=O)N2CCOCC2)[C@@]2(CCC3CCCC3)c3[nH]c4ccc(Cl)cc4c3CCN2C1=O,-4,17,89*,-4,i,-3,0,-25,-6
CCOc1ccc(-c2noc(-c3cccnc3)n2)cc1OC,2,4,-9,-5,i,1,2,2,-13
NNc1cccc(C=Cc2ccccc2)cc1=O,-57,-13,-4,-112,nt,7,-46,-5,-2
O=C(NC1CCN(C(=O)NC2CCCCC2)CC1)c1ccco1,-5,-10,-3,-7,i,-1,1,0,-1
COc1ccc(OC)c(CN2CCN(C(=O)c3cc(S(=O)(=O)Nc4ccccc4OC)ccc3C)CC2)c1,-12,2,9,7,i,1,-17,-8,0
CC(C)(C)c1ccc(C(=O)Nc2cccc3ncccc23)cc1,44*,-3,-15,50,i,0,84,-19,-5
Cc1c(OC(C)C(=O)NCc2cccnc2)ccc2c3c(c(=O)oc12)CCCC3 (centres undefined),-3,7,4,9,nt,1,3,0,-1
CC(Oc1ccc(Cl)cc1)C(=O)N/N=C/c1ccsc1 (centres undefined),11,5,-2,-6,i,-2,8,-1,-8
CCc1ccc(C(=O)C(C)OC(=O)Cn2cnc3c2c(=O)n(C)c(=O)n3C)cc1 (centres undefined),-1,1,-3,1,i,2,3,1,-6
Cc1ccc(S(=O)(=O)N(CC(=O)N2CCC(C)CC2)c2cccc(C)c2)cc1,-7,14,8,-8,i,-1,7,-5,0
Cc1cc(C)c(C(=O)NC2CC(C)(C)Cc3c2cnn3-c2cccc(F)c2)[nH]1 (centres undefined),-12,8,4,-16,i,5,-2,-8,-4
CCOc1ccc(C(=O)N/N=C/c2cc(Cl)ccc2[N+](=O)[O-])cc1,18,1,-8,-7,i,0,-16,10,-8
CCNC(=O)C1CCCN(C(=O)c2ccc(C(F)(F)F)cc2)CC1 (centres undefined),-5,25,-8,-7,i,4,-2,4,-2
Cc1ccc2[nH]c(=O)c(C(c3nnnn3Cc3ccccc3)N3CCc4ccccc43)cc2c1 (centres undefined),-10,5,8,-10,i,2,20,-4,-2
CCOC(=O)C1=C(C)Nc2ccccc2N/C1=N\S(=O)(=O)c1ccccc1,-6,1,-5,11,i,-2,2,25,-2
CCOc1nc(Oc2cccc(C(=O)O)c2)nc(Oc2cccc(C(=O)O)c2)n1,-8,-7,-3,-9,i,0,0,0,-5
S=c1[nH]nc(-c2ccc3ccccc3n2)n1Cc1ccccc1,-3,1,0,11,nt,-2,-36,3,-4
O=C(N/N=C/c1cn(Cc2ccccc2)c2ccccc12)c1ccncc1,-3,3,2,5,i,-3,3,4,-2
O=C(NCc1ccccc1)c1ccc(OC2CSC2)cc1,-8,19,-3,18,i,7,13,1,-8
Cc1ccc2nc(C3CCCCC3)c(Cc3cccc(Cl)c3)n2c1,-9,14,20,-7,i,1,-5,-1,-1

# Other entries follow.
SMILES,eLon inh,SKN-1 inh,FAS-TE inh,NRP1-CendR mod,Neddyl block,Rin1 Abl inh,MLLE-PAM2 inh,MT1-MMP act inh,bovine MsrA act
O=C(CSc1nnc(C2COc3ccccc3O2)o1)N1CCN(c2ccccc2)CC1 (centres undefined),2,0,-1,-4,i,-1,7,1,-2
COc1cccc(CC(=O)Nc2ccc(F)c(S(=O)(=O)N3CCOCC3)c2)c1,-3,-6,-1,6,i,5,7,1,-9
O=C(O)c1ccccc1N(Cc1ccccc1)C(=O)CO/N=C/c1ccccc1,2,-11,-6,5,i,2,5,1,-12
O=C(O)c1ccc(O)c(N2C(=O)Nc3ccccc3N2O)c1,11,11,-11,-4,i,1,-10,5,-4
Cc1ccc(S(=O)(=O)CCC(=O)OCc2ccccc2F)cc1,-10,-2,9,-4,i,4,7,-4,-3
CS(=O)(=O)N1CCC(Oc2ccccc2C(=O)N2CCC[C@H]2CO)CC1,-8,-12,-8,-10,i,1,-11,-4,-4
O=C(Nc1ccccc1Cl)c1cc(C2CCCN(C(=O)CCc3ccccc3)C2)on1 (centres undefined),-3,6,10,-13,i,0,5,1,-4
CCN1CCN(c2ccc(S(=O)(=O)N3CCOCC3)cc2NC(=O)CCSC)CC1,13,17,-9,-12,i,4,-1,-2,-4
O=C(CSCc1cccc(Cl)c1)Nc1ccccc1-c1ccccc1,-9,-4,31,-1,i,1,-10,-2,0
CC1(C)CC(=O)C2=C(C1)N(c1ccc(F)cc1)C(=O)C2(O)C(F)(F)F (centres undefined),-6,6,-8,-6,i,3,-14,-4,0
CCOc1cccc2c1OC1(C)CC2NC(=O)N1c1cccc(Cl)c1 (centres undefined),-1,10,23,-5,i,0,-6,5,0
COc1cc(C(=O)N/N=C/c2ccc(OC(=O)c3ccccc3)c(OC)c2)ccc1O,5,-9,4,9,i,1,-1,3,-8
COc1ccc(/C(C)=N/NC(=O)CNC(=O)c2ccco2)cc1,5,14,-4,4,i,-4,0,-2,-2
Cc1onc(-c2ccccc2)c1C(=O)N1CCOC12CCN(c1cccc(F)n1)CC2,-11,7,13,4,i,-1,-7,-1,-4
O=Cc1c(Cl)nc2ccccn12,-4,2,-3,7,i,2,9,-3,-5
O=C(CNC(=O)c1cccc(S(=O)(=O)N2CCc3ccccc32)c1)Nc1ccc(F)c(F)c1F,1,0,19,-3,i,0,11,7,0
O=C(CCNS(=O)(=O)c1ccccc1)OCc1nnc(-c2ccccc2)o1,0,7,1,-11,i,7,10,-5,-6
Cc1cc(C)c(S(=O)(=O)N2CCCOC2CNC(=O)C(=O)NCCc2c[nH]c3ccccc23)c(C)c1 (centres undefined),7,10,17,0,i,-2,2,-2,-2
O=C(CCn1cncn1)N1CCCC(N2CCN(c3ccc(F)cc3)CC2)C1 (centres undefined),0,-14,-4,25*,i,0,3,-1,-5
COc1ccc(COC(=O)c2cccc(S(=O)(=O)N3CCN(C(C)=O)CC3)c2)cc1F,-6,8,15,3,i,0,3,-8,-2

# Screening results from PubChem BioAssay.
